Screening data from PubChem.
M4 PAM – human M4 muscarinic receptor positive allosteric modulators, primary screen, CHO-K1 cells, Fluo-8 calcium fluorescence; Muscarinic acetylcholine receptor M4 (Homo sapiens), P08173; CHO-K1 hM4/Gqi5, ACh EC20; 0% = ACh EC20, 100% = maximal ACh; activation, % at 3 µM; 0.4% of 360,000 active; AID 624126, 2012;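 active means activation above its plate's cutoff, the mean activation of sample wells plus 3 SD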; further: some results filed as inactive read as strong as hits
CHRM1 antagonist – human M1 muscarinic receptor antagonists, primary screen, CHO-K1 cells, Fluo-8 calcium fluorescence, 1536-well | Muscarinic acetylcholine receptor M1 (Homo sapiens), P11229 | CHO-K1 hM1, ACh EC80 antagonist | inhibition, % at 3 µM | 1.3% of 360,000 active | AID 588852, 2011;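 active means percent inhibition above its own plate's cutoff, namely the mean of that plate's compound wells plus 3 SD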;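 further: peak over basal fluorescence ratio during 140 s after agonist addition; 0% = ACh EC80 plus DMSO and 100% = DMSO alone without agonist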
Target sequence (P11229 whole entry, looked up): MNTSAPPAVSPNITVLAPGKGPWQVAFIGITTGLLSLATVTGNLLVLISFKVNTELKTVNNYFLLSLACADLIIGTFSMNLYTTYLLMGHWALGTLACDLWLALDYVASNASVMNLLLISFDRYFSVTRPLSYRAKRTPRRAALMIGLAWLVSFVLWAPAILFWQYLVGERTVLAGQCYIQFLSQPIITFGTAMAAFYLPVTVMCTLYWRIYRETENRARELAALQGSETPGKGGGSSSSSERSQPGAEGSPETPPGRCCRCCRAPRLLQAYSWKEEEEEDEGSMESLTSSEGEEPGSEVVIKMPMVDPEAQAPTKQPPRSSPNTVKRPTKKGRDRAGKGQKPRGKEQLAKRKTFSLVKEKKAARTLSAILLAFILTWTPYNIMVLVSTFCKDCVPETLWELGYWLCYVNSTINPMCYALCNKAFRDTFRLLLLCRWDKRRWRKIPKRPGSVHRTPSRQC
M5 antag – human M5 muscarinic receptor antagonists, primary screen, CHO cells, Fluo-8 calcium fluorescence; Muscarinic acetylcholine receptor M5 (Homo sapiens), P08912; CHO-hM5 cells, ACh EC80; inhibition, % at 3 µM; 0.59% of 360,000 active; AID 624040, 2012;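 active means inhibition above a per-plate cutoff, the mean of that plate's test compounds plus 3 SD, cut at about 27% in these data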;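 further: 0% = acetylcholine EC80 with DMSO and 100% = DMSO without agonist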
Target sequence (P08912 whole entry, looked up): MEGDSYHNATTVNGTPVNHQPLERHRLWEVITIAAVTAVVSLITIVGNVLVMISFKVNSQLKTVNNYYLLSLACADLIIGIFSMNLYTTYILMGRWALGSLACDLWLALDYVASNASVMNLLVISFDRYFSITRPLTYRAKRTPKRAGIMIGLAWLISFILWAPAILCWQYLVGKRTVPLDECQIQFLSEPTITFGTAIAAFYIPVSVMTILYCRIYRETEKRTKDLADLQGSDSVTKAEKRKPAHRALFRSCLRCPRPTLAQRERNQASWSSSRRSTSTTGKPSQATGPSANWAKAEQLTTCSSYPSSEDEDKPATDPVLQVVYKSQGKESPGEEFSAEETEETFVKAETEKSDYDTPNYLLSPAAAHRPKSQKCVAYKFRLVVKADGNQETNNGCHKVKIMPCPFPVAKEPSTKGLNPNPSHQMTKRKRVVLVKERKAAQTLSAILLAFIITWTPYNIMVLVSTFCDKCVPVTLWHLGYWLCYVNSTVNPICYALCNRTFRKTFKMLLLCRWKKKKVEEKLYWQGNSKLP
CHRM4 agonist – human M4 muscarinic receptor agonists, primary screen, CHO-K1 cells, Fluo-8 calcium fluorescence; Muscarinic acetylcholine receptor M4 (Homo sapiens), P08173; CHO-K1 hM4/Gqi5; vehicle 0%, full acetylcholine response 100%; activation, % at 3 µM; 0.14% of 360,000 active;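 active means activation above the run mean over all test wells plus 3 SD, cut at about 32% in these data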;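 further: peak over basal fluorescence ratio per well then scaled between controls; 0% = DMSO wells and 100% = acetylcholine at EC100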
M5 PAM – human M5 muscarinic receptor positive allosteric modulators, primary screen, CHO-K1 cells, Fluo-8 calcium fluorescence; activation, % at 3 µM; 0.3% of 360,000 active; CHO-K1 hM5, ACh EC20 PAM; 0% = ACh EC20, 100% = ACh EC100; Muscarinic acetylcholine receptor M5 (Homo sapiens), P08912; AID 624038, 2012;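 active means activation above the run cutoff, the mean activation of all test compounds plus 3 SD, cut at about 18% in these data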
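Assay system: CHO-K1 hM5 cells. Also added: acetylcholine at EC20 concentration, added after compound. Dosing: 3 µM, single dose. Times: compound preincubation 140 s before EC20 acetylcholine addition. Signal: Fluo-8 calcium fluorescence. Measure: % activation relative to EC20 and EC100 ACh responses. Repeats: singlicate, one well per test compound.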
CRFBP-R2 agonist – agonists of CRF-BP/CRF-R2 complex, primary screen, cell-based, HEK293, calcium dye fluorescence, uHTS; calcium dye fluorescence (FLIPR); percent of saturating CRF peptide response; activation, % at 13.2 µM; 0.46% of 350,000 active; AID 588473, 2011;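 active means activation of at least 50%, plus an integration ratio under a set limit after plate pattern correction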;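 further: plate controls were neutral control wells without compound for no effect and CRF at EC100 for full effect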
CHRM5 agonist – human M5 muscarinic receptor agonists, primary screen, CHO-K1 cells, Fluo-8 calcium fluorescence. Muscarinic acetylcholine receptor M5 (Homo sapiens), P08912. AID 624037, 2012. CHO-K1 hM5 cells; 0% DMSO wells, 100% maximal acetylcholine response. activation, % at 3 µM. 0.19% of 360,000 active;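 active means activation above the run's mean over test compounds plus 3 SD, cut at about 23% in these data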;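 further: signal is peak over basal fluorescence ratio across the kinetic read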
M4 antag – human M4 muscarinic receptor antagonists, primary screen, CHO cells, Fluo-8 calcium fluorescence. Muscarinic acetylcholine receptor M4 (Homo sapiens), P08173. CHO-hM4 cells, ACh EC80. inhibition, % at 3 µM. 0.73% of 360,000 active;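 active means inhibition above its plate's cutoff, the mean inhibition of sample wells plus 3 SD, cut at about 27% in these data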;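 further: 0% = acetylcholine EC80 with DMSO and 100% = DMSO without agonist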
CHRM1 PAM – human M1 muscarinic receptor positive allosteric modulators, primary screen, CHO-K1 cells, Fluo-8 calcium fluorescence, 1536-well. Muscarinic acetylcholine receptor M1 (Homo sapiens), P11229. CHO-K1 hM1, ACh EC20; 0% = ACh EC20, 100% = maximal ACh. activation, % at 3 µM. 0.088% of 360,000 active; in the data active means activation above about 19%, passing the limit was not always enough
* = called active by the depositor; nt = no result given.

CRFBP-R2 agonist	M4 PAM	M5 PAM	CHRM5 agonist	CHRM4 agonist	M5 antag	CHRM1 PAM	CHRM1 antagonist	M4 antag	Molecule
-0.8	2	11	-2	3	-3	4	-10	1	O=C(CCc1nc2ccccc2c(=O)[nH]1)N1CCN(c2ccccc2Cl)CC1
3.8	13	-7	-3	-1	12	2	-1	-27	COc1ccc(Nc2nc(N)c([N+](=O)[O-])c(NC3CCCCC3)n2)cc1
0.8	3	-2	-3	1	5	7	-8	2	COc1ccc(NC(=O)NN2CCN(C)CC2)cc1OC
0.3	5	6	0	1	-8	10	-8	-7	CCOC(=O)C(CCC(=O)O)(CCC(C)C)c1csc(N)n1 (stereo not drawn)
0.2	4	4	-6	2	-8	4	-9	0	CN1CCN(c2ccccc2NC(=O)COc2ccccc2)CC1
-1.9	-16	-11	-1	5	12	2	-8	7	O=C(NCc1cccnc1)c1ccc(COc2ccccc2Br)o1
3.4	-3	-5	-5	-1	-5	-2	-4	-3	O=C(Nc1ccc(Cl)cn1)c1cccc(OCc2ccccc2)c1
3.3	7	8	2	3	-5	18	-22	-5	COc1cccc(C2CC(c3ccccc3OC)n3nc(N)nc3N2)c1 (stereo not drawn)
0.2	-4	-2	0	1	-2	3	3	-2	CC(=O)c1c[nH]c(C(=O)NC2CCCCCC2)c1
1.4	5	-4	-5	0	4	12	0	-4	COc1ccccc1NS(=O)(=O)c1ccc(C)c(C(=O)NCC2(N(C)C)CCCCC2)c1
-4.1	-8	-12	3	2	7	3	1	5	CN(C)c1ccc(C2CC(=O)C=C(Nc3ccccc3N)C2)cc1 (stereo not drawn)
-2.7	12	7	4	1	-2	9	-4	-3	C/C(=C\c1cc2ccccc2o1)C1Nc2cccc3cccc(c23)N1
-0.7	-2	5	-1	1	3	3	-2	2	CN1CCN(S(=O)(=O)c2cccc(C(=O)N(C)Cc3cccs3)c2)CC1
-1.6	-3	3	-4	0	-5	7	-5	0	CCC1CCCCN1CCCNC(=O)CNC(=O)Cn1ccc2ccccc2c1=O (stereo not drawn)
nt	-6	-3	-2	3	-1	0	-11	-3	COc1ccc(NC(=O)c2cc(C3CCCCN3C(=O)c3ccc4c(c3)CCO4)on2)c(C)c1 (stereo not drawn)
1.2	5	-2	-3	1	12	6	-14	0	CSCCC(NC(=O)c1ccccc1Cl)C(=O)N1CCN(c2ccccn2)CC1 (stereo not drawn)
0.2	-1	-1	0	-1	5	-2	14	3	O=C(Nc1ccccc1C1CC1)c1cccs1
-0.7	-6	-18	2	11	14	-3	8	-2	CCCN(CCC)C(=O)NC1CC(=O)N(c2ccc(OC)cc2)C1 (stereo not drawn)
-2.5	6	2	4	0	-7	3	-10	-15	O=C(O)c1cccc(S(=O)(=O)Nc2ccc(Cc3ccncc3)cc2)c1
0.2	8	-6	-4	0	9	1	2	9	O=C(N=C1SC2CS(=O)(=O)CC2N1c1cc(Cl)ccc1Cl)C1CC1 (stereo not drawn)
-1.6	-5	1	-2	0	6	1	8	14	Nc1nnc(C2CCCC2)s1
0.0	-3	-1	0	2	8	6	-11	0	CCN(C(=O)CSc1nc2cc(S(=O)(=O)N(CC)CC)ccc2o1)C1CCS(=O)(=O)C1 (stereo not drawn)
-0.1	0	-3	-5	1	8	5	-2	1	COc1ccc(CCNC(=O)CSc2ccc3nnc(CCNC(=O)c4ccccc4)n3n2)cc1OC
-4.2	10	13	6	1	2	8	-6	-3	O=C(Oc1ccccc1)c1ccccc1
3.1	-4	-10	3	10	-1	9	-10	-3	O=C(CN1C(=O)NC2(CCc3ccccc32)C1=O)c1ccc2c(c1)OCCO2 (stereo not drawn)
-0.4	-6	1	-4	0	0	-2	4	-1	Cc1ccc(-n2c(N)cc(=O)nc2SCC(=O)N2CCN(c3ccccc3)CC2)cc1C
-0.4	4	1	19	113*	11	2	-2	7	N#CC1(NC(=O)COC(=O)C2=COCCO2)CCCCC1
-0.6	13	6	3	2	-7	20	-40	-6	CCC(C)NC(=O)C1CCN(S(=O)(=O)N2CCCC2)CC1 (stereo not drawn)
0.1	-3	2	-3	0	-2	6	-21	4	CCC(=O)Nc1ccc(-c2nnc(-c3ccccc3)o2)cc1
-1.4	14	2	-3	1	2	6	-2	-10	Cc1ccc2c(c1)CCCN2C(=O)c1ccncc1
0.7	9	9	-3	1	3	11	-6	2	CC1CC(=NNC(=O)C2COc3ccccc3O2)CC(C)(C)C1 (stereo not drawn)
-0.4	7	0	-5	2	5	12	-9	0	COc1ccc(CCNC(=O)CNC(=O)c2ccco2)cc1
1.1	-1	-2	-2	1	0	4	2	2	COCCN(C(=O)COC(=O)c1ccc(C=O)cc1)c1c(N)n(Cc2ccccc2)c(=O)[nH]c1=O
1.2	0	5	-1	1	-6	9	-11	3	COc1cc(OC)cc(-c2nc3nc(C)c(CCC(=O)NCC(OC)OC)c(C)n3n2)c1
0.2	9	5	2	0	3	11	-12	0	CCOC(=O)c1c(NC(=O)COC(=O)c2ncc(Cl)c(Cl)c2Cl)sc(C(=O)N(C)C)c1C
-1.2	-2	-8	4	11	-1	0	-2	-10	CCC1c2ccccc2C(=O)C1C(N)=O (stereo not drawn)
3.8	2	7	2	1	4	10	-13	-1	CCS(=O)CCSC(=N)N (stereo not drawn)
-1.2	2	-3	-2	0	8	11	-8	-7	Cc1ccc(-n2c(=S)[nH]c3c(oc4ccccc43)c2=O)cc1C
2.7	3	6	-8	1	-2	1	1	-10	COc1cc(NC(=O)Cn2ccsc2=N)c(C)cc1[N+](=O)[O-]
-0.9	-5	7	-1	0	0	6	-4	3	CCNC(=S)N/N=C/c1ccccc1[N+](=O)[O-]
4.0	2	-5	-1	0	4	6	-13	-7	CC(C)(C)S(=O)N1Cc2ccc(CO)cc2[C@@H]1CCO (stereo partly drawn)
0.6	1	4	-4	0	12	4	-8	-5	C[n+]1ccn(CC(=O)c2cccs2)c1
-0.5	-5	-8	-3	1	7	-1	1	3	O=S(=O)(NC1c2cccc3cccc(c23)C1Sc1ncccn1)c1ccc(Cl)cc1 (stereo not drawn)
1.1	-2	-3	0	1	8	0	0	2	CN(C(=O)CSc1cccc[n+]1[O-])c1ccccc1
-1.4	-1	12	4	0	-11	-6	10	10	Cc1cc(C)nc(NS(=O)(=O)c2ccc(NC(=O)CCCN3C(=O)c4ccccc4C3=O)cc2)n1
1.6	5	-2	2	0	-2	12	-19	-8	Cc1ccc(C(=O)NCC(=O)N2CCCC(C(F)(F)F)C2)s1 (stereo not drawn)
-1.4	0	-5	-3	-1	-4	-1	2	-13	Cn1ncc2c(Nc3cccc(Cl)c3)nc(Nc3cccc(Cl)c3)nc21
-5.1	5	1	-2	-1	-2	1	7	5	Clc1cnc(N/N=C/c2cccs2)c(Cl)c1
1.9	8	-3	-2	5	-2	-3	5	-21	COc1ccc(-c2noc(CNC(=O)CCCN3C(=O)[C@H]4CC=CC[C@H]4C3=O)n2)cc1
0.5	-4	14	-4	1	-8	4	-3	-11	Cc1onc(-c2ccccc2)c1C(=O)NC(C)c1ccccc1 (stereo not drawn)
-0.4	-2	0	-1	2	4	9	-12	-7	CCCOc1cccc(C(=O)NCCNC(=O)c2cnccn2)c1
-1.0	-5	-5	0	1	0	3	-36	6	CC(C(=O)O)c1ccc2c(c1)[nH]c1ccc(Cl)cc12 (stereo not drawn)
-0.3	3	3	-3	3	11	8	-10	-6	CC(=O)Nc1cccc(OCC(=O)NCCC2=CCCCC2)c1
1.8	-5	1	3	3	0	1	-3	2	O=C(NCCCO)/C(=C/c1ccc(-c2cccc([N+](=O)[O-])c2)o1)NC(=O)c1ccccc1
0.9	-2	14	11	5	-1	10	-1	-12	O=C(CN1c2ccccc2Sc2ccccc21)N/N=C/c1ccc([N+](=O)[O-])cc1
-1.3	-13	-3	2	-1	7	12	-13	-3	Nc1nnc(Cc2ccc(F)cc2)s1
0.4	-2	4	2	1	6	8	-11	-2	CN(C)c1ccc(NC(=O)Nc2ccc3c(c2)nnn3C)cc1
nt	0	10	3	1	6	8	-9	-31	COc1cc(NC(=O)C2(C)CCN2C(C)C)cc(OC)c1OC (stereo not drawn)
-2.7	-3	1	-2	1	9	13	-15	2	CCN(CC(=O)NC1CCCC1)S(=O)(=O)c1ccc(F)cc1
-1.1	1	5	1	0	-3	2	5	1	Cc1cc(C)n(-c2ccc(N3CCOCC3)nn2)n1

(cont.)
CRFBP-R2 agonist	M4 PAM	M5 PAM	CHRM5 agonist	CHRM4 agonist	M5 antag	CHRM1 PAM	CHRM1 antagonist	M4 antag	Molecule
-2.8	6	33*	1	1	13	10	-3	-7	C/C(=N\OCC(=O)N/N=C/c1ccc(C)cc1O)c1cccs1
1.1	-10	-4	-6	3	2	4	-8	11	O=C(/C=N/NC(=O)c1ccc(Cl)cc1Cl)c1ccccc1
-0.4	0	-5	-4	2	-2	14	-10	-11	O=C(CCCCCNC(=O)c1ccccc1)N/N=C/c1ccccc1
-1.1	13	1	-1	0	0	17	-9	-20	CC(=O)Nc1ccc(NC(=O)CC(NC(=O)c2ccccc2)c2ccccc2)cc1 (stereo not drawn)
-0.2	-1	-2	2	2	-1	6	1	-5	COc1cc(/C=C(/NC(=O)c2ccccc2)C(=O)Nc2ccccc2)c([N+](=O)[O-])cc1OC
-0.6	0	-7	1	1	6	8	-9	8	Cc1cc(=O)oc2cc(OCC(=O)NCc3ccco3)ccc12
-0.3	0	3	1	0	2	12	-15	-8	CC1=C(C)C(=O)N(C(C)CCc2ccccc2)C1=O (stereo not drawn)
3.0	21*	1	7	0	-6	3	6	-16	O=c1c2ccccc2nc2n1C1(CCCCC1)Cc1ccccc1-2
nt	1	-8	8	12	13	-5	1	-13	COc1cccc(C(O)c2nc(-c3ccc(N(C)C)cc3)cs2)c1 (stereo not drawn)

Five entries drawn at random from the list so far:
CRFBP-R2 agonist	M4 PAM	M5 PAM	CHRM5 agonist	CHRM4 agonist	M5 antag	CHRM1 PAM	CHRM1 antagonist	M4 antag	Molecule
-0.4	0	-5	-4	2	-2	14	-10	-11	O=C(CCCCCNC(=O)c1ccccc1)N/N=C/c1ccccc1
-1.1	13	1	-1	0	0	17	-9	-20	CC(=O)Nc1ccc(NC(=O)CC(NC(=O)c2ccccc2)c2ccccc2)cc1 (stereo not drawn)
-0.2	-1	-2	2	2	-1	6	1	-5	COc1cc(/C=C(/NC(=O)c2ccccc2)C(=O)Nc2ccccc2)c([N+](=O)[O-])cc1OC
-0.6	0	-7	1	1	6	8	-9	8	Cc1cc(=O)oc2cc(OCC(=O)NCc3ccco3)ccc12
-0.3	0	3	1	0	2	12	-15	-8	CC1=C(C)C(=O)N(C(C)CCc2ccccc2)C1=O (stereo not drawn)
